Screening results (PubChem BioAssay)
Jurkat viability – cytotoxicity toward Jurkat T cells, primary screen, cytotoxicity control, cell-based, Jurkat E6.1, 60K MLSMR library; Jurkat E6.1 viability, ATP luminescence, 48 h; inhibition, % at 4 µM; 56,000 compounds, 1.2% hits; AID 463, 2006;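 active = inhibition above the mean inhibition of all tested compounds plus 3 SD, cut at about 28% in these data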
D1 mod – D1 CRE-luciferase signal change, two-sided – cell-based, HEK293 D1, dopamine EC30, D1 allosteric modulator project, primary screen | dopamine EC30 potentiation; actives deviate in either direction | B-score at 10 µM | 58,000 compounds, 5.9% hits | AID 641, 2007;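 active = luminescence count or its row- and column-corrected plate score outside the 99.7% band of the plate's sample wells, on either side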
5HT1a ag – human 5-HT1a receptor agonists, primary screen, cell-based, CHO, Ga15 NFAT-bla reporter. 5-hydroxytryptamine receptor 1A (Homo sapiens), P08908. 65,000 compounds, 0.56% hits. CHO 5-HT1a Ga15 NFAT-bla reporter, FRET ratio; 0% basal, 100% maximal reference agonist. activation, % at 10 µM. AID 567, 2006;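 active = activation above the screen-wide mean activation plus 3 SD, cut at about 19% in these data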;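 note: 0% = DMSO wells and 100% = 5-CT at EC100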
Target sequence (P08908 whole entry, looked up): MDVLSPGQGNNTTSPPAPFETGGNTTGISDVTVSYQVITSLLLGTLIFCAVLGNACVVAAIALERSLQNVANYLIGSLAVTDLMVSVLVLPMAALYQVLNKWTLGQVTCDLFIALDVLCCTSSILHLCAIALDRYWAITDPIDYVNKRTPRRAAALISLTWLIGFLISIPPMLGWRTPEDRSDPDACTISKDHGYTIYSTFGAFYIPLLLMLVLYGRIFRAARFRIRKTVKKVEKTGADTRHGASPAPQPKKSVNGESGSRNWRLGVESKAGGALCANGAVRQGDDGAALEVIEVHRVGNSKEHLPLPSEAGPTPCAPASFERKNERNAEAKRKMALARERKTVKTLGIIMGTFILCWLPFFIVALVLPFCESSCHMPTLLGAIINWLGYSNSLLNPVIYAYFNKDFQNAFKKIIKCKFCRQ
HEK293 NFkB inh – inhibitors of PMA/ionomycin-induced NF-kB reporter, primary screen, antigen receptor NF-kB inhibitor project, cell-based, HEK-293 luciferase reporter, luminescence | inhibition, % at 3 µM | HEK-293 NF-kB luciferase reporter | 62,000 compounds, 0.21% hits;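 active = inhibition above the mean of all tested compounds plus 3 SD, cut at about 40% in these data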;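 note: 0% = stimulated DMSO wells and 100% = 10 µM reference inhibitor 5653914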
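System – HEK-293 cells with stable firefly luciferase reporter driven by four HIV NF-kB elements · Doses – one dose, 3 µM · Schedule – 1 h compound pre-incubation, 16 h PMA/ionomycin at 37 °C · Technique – luminescence from luciferase substrate reagent · Measure – percent inhibition normalized per plate to DMSO and reference-inhibitor controls · Replicates – tested once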
S1P3 agonist – human S1P3 receptor agonists, primary screen, cell-based, primary and confirmation, NFAT-BLA reporter. S1P3 NFAT-BLA reporter cells, agonism, FRET ratio; relative to 1 µM S1P, basal subtracted. AID 373, 2006. activation, % at 4.5 µM. 60,000 compounds, 0.1% hits;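 active = activation above the screen-wide mean plus 3 SD, cut at about 4.5% in these data, passing the limit was not always enough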; note: some compounds called inactive have numbers as strong as hits
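Material: Human S1P3 NFAT-BLA reporter CHO cells | Incubation: Overnight plating, 4 h compound 37 °C, 2 h substrate RT | Signal: FRET β-lactamase substrate fluorescence, excitation 405 nm, 460/535 nm emission ratio, background-subtracted | Compound: 4.5 µM final, single dose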
HTR1E agonist – 5-HT1E receptor agonists, primary screen, cell-based, HTS; activation, % at 6 µM; 65,000 compounds, 0.69% hits; CHO 5-HT1E Ga15 NFAT-bla reporter, FRET; 0% DMSO wells, 100% control agonist wells; AID 574, 2007;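 active = activation above a set limit, the screen-wide mean activation plus 3 SD, cut at about 8.5% in these data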;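 note: 100% = positive control agonist at 1 µM giving full maximal response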
5HT1a antag – human 5-HT1a receptor antagonists, primary screen, cell-based, CHO, Ga15 NFAT-bla reporter | CHO 5-HT1a Ga15 NFAT-bla reporter, antagonist mode | inhibition, % at 10 µM | 62,000 compounds, 0.68% hits;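 active = inhibition above the mean of all tested compounds plus 3 SD, cut at about 43% in these data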;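 note: receptor stimulated by 5-CT agonist at 100 nM near EC80; beta-lactamase reporter measured by ratiometric fluorescence of a cleavable substrate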
5HT1E antag – 5-HT1E receptor antagonists, primary screen, cell-based, HTS. 5-hydroxytryptamine receptor 1E (Homo sapiens), P28566. CHO 5-HT1E Ga15 NFAT-bla reporter, FRET, antagonist. inhibition, % at 6 µM. 65,000 compounds, 0.99% hits. AID 571, 2007;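 active = inhibition above a set limit, the mean inhibition across every tested compound plus 3 SD, cut at about 29% in these data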;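 note: signal is the 460 over 535 nm emission ratio of beta-lactamase substrate; 0% = agonist plus DMSO wells and 100% = wells without agonist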
S1P1 ag-PAM – S1P1 agonists and agonism potentiators, primary screen, cell-based, primary and confirmation screens, CRE-bla reporter; Sphingosine 1-phosphate receptor 1 (Homo sapiens), P21453; S1P1 CRE-bla cells, forskolin, beta-lactamase FRET, potentiator mode; S1P1 agonist co-added at EC20, 2 nM; 100% = saturating reference agonist, 0% = basal; activation, % at 9.5 µM; 56,000 compounds, 0.57% hits; AID 449, 2006;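 active = activation above a cutoff set at the mean activation of all tested compounds plus 3 SD, cut at about 54% in these data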;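 note: forskolin at 4 µM as EC80 and the EC20 agonist is SEW2871; 100% = SEW2871 at its EC100 plus forskolin at EC80; some compounds past the cut are filed as inactive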
Numbers without * were called inactive; nt = not tested or not shown. Not all compounds are listed; count on the stated rates, not on these rows.

SMILES | Jurkat viability | D1 mod | 5HT1a ag | HEK293 NFkB inh | S1P3 agonist | HTR1E agonist | 5HT1a antag | 5HT1E antag | S1P1 ag-PAM
CCCc1cc(C(N)=S)ccn1 | 1 | 0.74 | -3.6 | 15 | -0.5 | -0.7 | -6 | 14 | 12
CCN(CC)CCOC(=O)C(c1ccccc1)c1ccccc1 | nt | -0.52 | -1.4 | nt | 0.0 | 0.2 | nt | -9 | 0
O=C(NCCN1CCOCC1)c1ccc(Cl)cc1 | 5 | -0.46 | -3.2 | 12 | -2.1 | -1.8 | 18 | 19 | 22
CC(=O)O[C@@]12CO[C@@H]1C[C@H](O)[C@@]1(C)C(=O)[C@H](O)C3=C(C)[C@@H](OC(=O)[C@H](O)[C@@H](NC(=O)OC(C)(C)C)c4ccccc4)C[C@](O)([C@@H](OC(=O)c4ccccc4)[C@H]21)C3(C)C | nt | 1.1 | -2.8 | nt | 0.3 | -0.1 | nt | 3 | -17
O=C1CCc2cc(OCCCCc3nnnn3C3CCCCC3)ccc2N1 | nt | 2.2 | -2.5 | nt | -0.3 | 0.4 | nt | 10 | -11
CN1CCC(=C2c3ccccc3CC(=O)c3sccc32)CC1 | nt | -6.8* | -1.1 | nt | -2.5 | 2.7 | nt | 11 | 14
CCOC(=O)Nc1ccc2c(c1)N(C(=O)CCN1CCOCC1)c1ccccc1S2 | 4 | 4.8* | -0.8 | 3 | -0.9 | 0.4 | 2 | 7 | -29
CN(C)CCOC(=O)C(c1ccccc1)C1(O)CCCC1 (stereo unspecified) | nt | 0.013 | -1.9 | nt | -0.4 | 0.8 | nt | -2 | -8
CCCN(CCC)C(=O)C(CCC(=O)O)NC(=O)c1ccccc1 (stereo unspecified) | nt | 0.53 | -1.3 | nt | -3.3 | 2.0 | nt | 3 | -1
COc1cc(C(=O)NCCCCCC(=O)O)cc(OC)c1OC | 0 | -0.31 | -1.1 | 24 | 0.1 | -0.8 | -12 | 0 | -14
CN1CCN(c2c(F)cc3c(=O)c(C(=O)O)cn4c3c2SCC4)CC1 | 9 | -0.063 | 3.2 | 6 | -1.2 | 0.2 | -1 | -2 | -3

An excerpt from above in order of their number in 5HT1E antag, lowest first:
SMILES,D1 mod,5HT1a ag,S1P3 agonist,HTR1E agonist,5HT1a antag,5HT1E antag,S1P1 ag-PAM
CN1CCN(c2c(F)cc3c(=O)c(C(=O)O)cn4c3c2SCC4)CC1,-0.063,3.2,-1.2,0.2,-1,-2,-3
COc1cc(C(=O)NCCCCCC(=O)O)cc(OC)c1OC,-0.31,-1.1,0.1,-0.8,-12,0,-14
CCCN(CCC)C(=O)C(CCC(=O)O)NC(=O)c1ccccc1 (stereo unspecified),0.53,-1.3,-3.3,2.0,nt,3,-1
CCCc1cc(C(N)=S)ccn1,0.74,-3.6,-0.5,-0.7,-6,14,12

Record cards, from the list above. Order of values: Jurkat viability, D1 mod, 5HT1a ag, HEK293 NFkB inh, S1P3 agonist, HTR1E agonist, 5HT1a antag, 5HT1E antag, S1P1 ag-PAM
CCCN(CCC)C(=O)C(CCC(=O)O)NC(=O)c1ccccc1 (stereo unspecified) is listed with nt, 0.53, -1.3, nt, -3.3, 2.0, nt, 3, -1
O=C1CCc2cc(OCCCCc3nnnn3C3CCCCC3)ccc2N1 is listed with nt, 2.2, -2.5, nt, -0.3, 0.4, nt, 10, -11
